FAK inh – FAK (human) kinase inhibition; hit rate 0.84% among 97,000; inhibition, %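 (tested at 7 µM)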; biochemical FAK kinase activity assay; Q05397; AID 727; in the data active = inhibition above about 19%;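 note: 0% = DMSO and 100% = reference compound high control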
MT1-MMP txn act – MT1-MMP promoter transcription activation. HT1080 MT1-MMP promoter luciferase reporter, luminescence, overnight; active compounds read high. activation factor at 10 µM. hit rate 0.16% among 86,000. AID 750;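 active = activation factor of at least 2 for MT1-MMP transcription at 10 µM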
EphB4 antag – blocks human EphB4 binding to ephrin-B2; inhibition, % at 7 µM; P54760; EphB4 LBD / TNYL-RAW-Alexa532 peptide, fluorescence polarization; hit rate 0.15% among 97,000;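 active = inhibition above the screen-wide mean inhibition plus 3 SD, cut at about 15% in these data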;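 note: 0% = DMSO wells and 100% = excess unlabeled TNYL-RAW peptide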
S1P2 agonist – activates the human S1P2 receptor; O95136; S1P2-expressing cell line, agonist reporter read-out; activation, % at 4.5 µM; hit rate 0.46% among 97,000; AID 729; in the data active = activation above about 16%;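 note: 0% = vehicle low control and 100% = maximal reference agonist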
Target sequence (O95136 whole entry, looked up): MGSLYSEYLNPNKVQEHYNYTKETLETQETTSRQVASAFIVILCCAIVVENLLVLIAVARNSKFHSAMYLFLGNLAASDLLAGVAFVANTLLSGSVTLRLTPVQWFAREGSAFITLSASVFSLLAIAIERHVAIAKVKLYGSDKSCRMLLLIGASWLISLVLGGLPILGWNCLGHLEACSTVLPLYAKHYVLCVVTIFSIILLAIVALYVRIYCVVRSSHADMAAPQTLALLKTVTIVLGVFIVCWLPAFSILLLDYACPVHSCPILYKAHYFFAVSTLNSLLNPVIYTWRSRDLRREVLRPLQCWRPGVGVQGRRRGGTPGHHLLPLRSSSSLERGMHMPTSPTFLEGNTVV
HIV Rev-RRE inh – disrupts HIV-1 Rev binding to RRE RNA; P05866; Rev peptide-RRE RNA binding, FRET; inhibition, % at 8 µM; hit rate 0.79% among 97,000; AID 704;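 active = inhibition above the screen-wide mean plus 3 SD, cut at about 35% in these data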;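 note: 0% = median DMSO wells and 100% = median Neomycin B control wells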
Target sequence (P05866 whole entry, looked up): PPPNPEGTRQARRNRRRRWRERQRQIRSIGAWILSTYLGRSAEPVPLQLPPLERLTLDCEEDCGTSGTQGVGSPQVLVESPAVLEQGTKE
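Test system: Cy5-tagged RRE RNA duplex with fluorescein-tagged Rev peptide | Read-out: % inhibition of FRET ratio versus controls | Probe or stimulus: Labelled Rev peptide | Incubation: 5 min RNA-compound premix plus 15 min binding step, 25 °C | Technique: FRET fluorescence readout | Benchmarks: DMSO low control, neomycin B high control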
PLAP act – human PLAP activation; activation fold at 20 µM; AID 696; hit rate 1.2% among 96,000; purified PLAP enzyme, luminescent substrate read-out; active compounds read high; P05187; in the data active = activation fold above about 2
Target sequence (P05187 whole entry, looked up): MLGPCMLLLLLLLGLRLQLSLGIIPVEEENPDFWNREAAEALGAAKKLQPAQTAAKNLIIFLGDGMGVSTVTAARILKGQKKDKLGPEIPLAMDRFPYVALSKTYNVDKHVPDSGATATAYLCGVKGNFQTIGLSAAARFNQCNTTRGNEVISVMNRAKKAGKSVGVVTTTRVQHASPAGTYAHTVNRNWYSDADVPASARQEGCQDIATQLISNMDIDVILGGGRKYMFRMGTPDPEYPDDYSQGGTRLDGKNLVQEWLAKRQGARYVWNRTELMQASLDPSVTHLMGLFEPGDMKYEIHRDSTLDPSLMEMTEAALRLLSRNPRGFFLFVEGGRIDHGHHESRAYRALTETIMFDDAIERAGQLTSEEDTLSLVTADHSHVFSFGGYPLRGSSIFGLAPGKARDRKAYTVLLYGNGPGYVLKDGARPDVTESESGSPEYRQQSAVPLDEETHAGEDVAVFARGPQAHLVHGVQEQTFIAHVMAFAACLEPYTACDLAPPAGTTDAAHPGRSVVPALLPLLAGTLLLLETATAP
PLK1 kinase inh – PLK1 (human) kinase inhibition | recombinant PLK1 kinase, TR-FRET peptide phosphorylation | inhibition, % at 10 µM | hit rate 0.53% among 97,000;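 active = inhibition of 50% or more in the single-concentration screen; inactive = inhibition below 50%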;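 note: 0% = DMSO max control and 100% = H-89 dihydrochloride min control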
S1P2 antag – blocks the human S1P2 receptor | cell-based S1P2 antagonist assay, inhibition at 5 uM | inhibition, % at 5 µM | hit rate 0.21% among 97,000 | AID 736; in the data active = inhibition above about 45%;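 note: CRE beta-lactamase reporter cells expressing human S1P2 stimulated with S1P; 0% = agonist at EC80 alone and 100% = agonist plus reference antagonist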
Plk1 PBD FP – blocks phosphopeptide binding to human Plk1 polo box domain; P53350; Plk1 PBD phosphopeptide binding, fluorescence polarization; hit rate 0.13% among 97,000; inhibition, %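 (tested at about 20 µM)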; in the data active = inhibition above about 34%, passing the limit was not always enough
* = called active by the depositor; . = no result given; [ ] = dose if it differs, or a comment.

Start of the listing, in advance, 6 compounds:
SMILES	FAK inh	MT1-MMP txn act	EphB4 antag	S1P2 agonist	HIV Rev-RRE inh	PLAP act	PLK1 kinase inh	S1P2 antag	Plk1 PBD FP
CCCOc1ccc(N2C(=O)C3ON(c4ccccc4)C(c4ccc(O)c(OC)c4)C3C2=O)cc1 (stereo unspecified)	-2	1.2	4	-4	8	1.3	-12	-11	13
COc1ccc(Cl)cc1NC(=O)CN1C(=O)CCS(=O)(=O)c2ccccc21	0	1	-1	-2	0	.	4	-3	28
O=C(Cc1ccc(Cl)cc1)NCCCn1ccnc1	4	.	4	-11	6	0.9	-6	-4	-21
Cn1nnnc1SCCNC/C=C/c1ccccc1	5	1.1	6	-4	7	1.1	-4	16	-2
CCCCNC(=O)Nc1nnc(-c2ccc(OCC)cc2)o1	-1	1.1	-2	-3	10	1.1	-10	-2	8
Cc1ccc(S(=O)(=O)NCC(=O)NC2CCCCCC2)cc1	-3	1.1	1	-8	-1	1.3	-11	5	0

The whole of this part, from the first entry:
SMILES	FAK inh	MT1-MMP txn act	EphB4 antag	S1P2 agonist	HIV Rev-RRE inh	PLAP act	PLK1 kinase inh	S1P2 antag	Plk1 PBD FP
CCCOc1ccc(N2C(=O)C3ON(c4ccccc4)C(c4ccc(O)c(OC)c4)C3C2=O)cc1 (stereo unspecified)	-2	1.2	4	-4	8	1.3	-12	-11	13
COc1ccc(Cl)cc1NC(=O)CN1C(=O)CCS(=O)(=O)c2ccccc21	0	1	-1	-2	0	.	4	-3	28
O=C(Cc1ccc(Cl)cc1)NCCCn1ccnc1	4	.	4	-11	6	0.9	-6	-4	-21
Cn1nnnc1SCCNC/C=C/c1ccccc1	5	1.1	6	-4	7	1.1	-4	16	-2
CCCCNC(=O)Nc1nnc(-c2ccc(OCC)cc2)o1	-1	1.1	-2	-3	10	1.1	-10	-2	8
Cc1ccc(S(=O)(=O)NCC(=O)NC2CCCCCC2)cc1	-3	1.1	1	-8	-1	1.3	-11	5	0
NC(=O)c1ccc(N2CCCCC2)c(N2C(=O)CCC2=O)c1	-4	1	-1	0	-1	0.9	-3	5	-10
CCOc1ccc(NC(=O)c2ccccc2NS(C)(=O)=O)cc1	0	1.3	7	0	8	1	-14	18	6
CCC(C)C(=O)Nc1cc(OC)c(OC)cc1C(=O)O (stereo unspecified)	1	1.1	-5	-4	-2	0.9	-14	-4	-3
N#CC1=C(N)C2=C(N3CCCCC3)CCCC2C1(C#N)C#N (stereo unspecified)	-1	1	-14	-5	0	0.9	-9	19	-7
O=C(Cn1nnc(-c2ccncc2)n1)N(C1CCCCC1)C1CCCCC1	-2	1	0	-3	6	1.2	2	16	-39
COc1cccc(NC(=O)CN(C)C(=O)c2ccc3ccccc3c2)c1	-1	.	2	-3	5	0.9	-9	-17	4
O=c1cc(Nc2ccc3c(c2)OCCO3)[nH]c(=O)n1-c1ccc(Br)cc1	2	1.1	3	-4	9	.	-8	18	11
Cc1cccc(-n2c(CCn3nc(C)c([N+](=O)[O-])c3C)n[nH]c2=S)c1	1	.	-4	-1	5	2.1*	-7	6	46*
CCOC(=O)c1ccc(NC(=O)c2ccc(CN3CCOCC3)cc2)cc1	-3	1	-6	-3	0	1.3	-5	-5	-25
CCOc1cc(N2CCOCC2)c(OCC)cc1NC(=O)CN1CCc2ccccc2C1	-1	0.9	-2	-8	-3	1.4	2	-10	16
CCCc1nnc(SCC(=O)N2C(C)CCCC2C)n1CC1CCCO1 (stereo unspecified)	0	.	0	-4	3	1.1	-3	-23	9
CCCCNC(=O)C(CC)Sc1nc2sc(C(=O)OC)c(C)c2c(=O)n1N (stereo unspecified)	-4	.	-5	-6	-4	1	3	-8	-15
CC1CCCN(C(=O)CSc2nnc3n(C4CCCC4)c(=O)c4ccccc4n23)C1 (stereo unspecified)	-1	1.2	-3	-4	8	1.5	-4	3	14
CN1CCN(C2=C(Cl)C(=O)N(C3CCCCC3)C2=O)CC1	4	1.2	-2	-8	10	1	8	-5	-3
O=C(NCCCN1CCOCC1)c1csc2c1CCCC2	-1	1.2	6	-4	2	1.2	-10	14	-22
COc1cc(OC)cc(C(=O)NC(=S)Nc2ccc(Cl)c(C(=O)O)c2)c1	-9	.	0	-3	-2	1	-4	-11	48
CC1Oc2ccccc2N(CC(=O)Nc2ccc3c(c2)OCO3)C1=O (stereo unspecified)	8	1.1	-5	-3	-1	1	-6	9	0
O=C(C1CC1)N1CCc2cc(S(=O)(=O)N3CCOCC3)ccc21	-4	1	0	-6	12	0.8	69*	-7	16
CCN(Cc1nc2ccccc2c(=O)[nH]1)Cc1cc(=O)oc2cc(OC)ccc12	1	.	-3	-2	7	1.7	-8	2	-9
SMILES	FAK inh	MT1-MMP txn act	EphB4 antag	S1P2 agonist	HIV Rev-RRE inh	PLAP act	PLK1 kinase inh	S1P2 antag	Plk1 PBD FP
COc1cc(OC)cc(-c2cc3nc(C)c(CCC(=O)O)c(C)n3n2)c1	-4	.	-3	-2	2	1.6	-3	13	-14
CC(=O)NC(CCS(C)(=O)=O)C(=O)Nc1cccc(C)c1 (stereo unspecified)	2	1.1	2	-5	6	0.9	-10	16	-27
C#CC1(O)CC(C)NCC1(C)CCC#N (stereo unspecified)	-2	1.2	-7	-4	2	1	-8	2	-3
CCc1sc(C(=O)Nc2cc(Cl)ccc2N2CCCCC2)cc1C	-2	.	2	-2	16	0.8	-10	-3	-30
CN(c1ccccc1C(N)=O)S(=O)(=O)c1ccccc1	0	1.2	-2	-6	7	.	-8	-13	-18
CCOc1cc(S(=O)(=O)n2nc(C)cc2C)ccc1F	-1	1.1	-10	-5	-7	1	-1	21	-13
COc1ccccc1C(=O)N1CCNC(=O)C1CC(=O)Nc1cccc(C)c1 (stereo unspecified)	0	1.2	-1	-4	0	1.1	-5	0	-7
Clc1ccc(OCc2nn3c(-c4ccncc4)nnc3s2)cc1	-1	1.1	-9	-3	12	1.1	-15	-7	4
CCOC(=O)Cn1nc(C)c(-c2ccccc2)c1N	-1	1.1	0	-13	11	0.9	2	11	2
O=S(=O)(c1ccccc1)c1cnc(-c2cccnc2)nc1-c1ccc(Cl)cc1Cl	4	.	-2	-2	4	1	-1	-9	1
Cc1cc(C)nc(SC2CCOC2=O)n1 (stereo unspecified)	-2	1.2	2	-6	4	0.9	-10	-8	-16
CC1CC(C)CN(C2CCN(Cc3cccnc3)CC2)C1 (stereo unspecified)	-2	1.1	6	-6	9	1	-10	-13	1
Cc1occc1C(=O)N1CCN(c2ccc(Cl)c(Cl)c2)CC1	2	0.9	5	-10	12	1.4	-13	25	-7
Cc1onc(-c2ccccc2)c1C(=O)Nc1cccnc1	-1	1	-6	-13	4	1	-10	3	-27
O=C(O)CCc1nn2cnc3sc4c(c3c2nc1=O)CCCC4	-1	1.2	4	-2	5	1.1	-15	-3	-17
CCn1c(N)c(C(N)=O)sc1=S	7	1.1	-10	-2	6	0.8	-1	-8	20
COCCCNC(=O)CN1CCN(Cc2ccc(Cl)cc2)C1=O	-5	.	-6	-1	0	1.2	12	4	24
CN1C(=O)CC(c2ccco2)Sc2ccccc21 (stereo unspecified)	-3	1.3	0	-3	16	1.1	-4	20	21
Cc1ncsc1C(=O)NCc1ccc(N2CCCC2=O)cc1	4	1.3	0	-3	2	0.9	-7	12	-33
COc1ccc(Cl)cc1NC(=O)NCCCl	-3	1	2	-4	-2	1.1	-7	-16	-2
CC1C/C(=N\NC(=S)NC(C)C)CC(C)(C)C1 (stereo unspecified)	-3	1.1	0	-4	-2	1.2	-8	4	-12
CC(C)(C)n1nc2c(c1NC(=O)c1ccc(Br)o1)CS(=O)C2 (stereo unspecified)	-8	1	4	-3	5	0.7	-4	24	-7
COc1cc(-c2nnc(SCc3c(F)cccc3Cl)o2)cc(OC)c1OC	-3	1	-3	-5	2	1.2	-11	-8	25
CCOC(=O)c1ccccc1NC(=O)c1c(F)c(F)c(F)c(F)c1F	5	1.2	1	-1	23	0.9	-19	-11	-12
CC(=O)Nc1ccc(N2CCN(C(C)=O)CC2)cc1	9	1	6	-2	4	1.1	-4	-3	28
SMILES	FAK inh	MT1-MMP txn act	EphB4 antag	S1P2 agonist	HIV Rev-RRE inh	PLAP act	PLK1 kinase inh	S1P2 antag	Plk1 PBD FP
CCOC(=O)c1cnc2ccc(C)cc2c1Nc1ccc(N2CCOCC2)cc1	51*	.	0	-3	-4	1.1	-12	5	-13
COC(=O)c1ccc(NC(=O)c2ccccc2N(C)S(=O)(=O)c2ccccc2)cc1	2	.	-2	-5	5	1.1	-16	-7	-4
CCc1cccc(CC)c1NC(=O)CN1CCN(c2ccccc2)CC1	-1	1.1	-5	-10	1	1.9	-19	-5	-29
CC1C(=O)CC(c2ccccc2)NC1c1ccccc1 (stereo unspecified)	-1	1.2	-2	0	8	0.9	-2	-4	10
CN1CCN(S(=O)(=O)c2ccc3c(c2)NC(=O)C2CCCN32)CC1 (stereo unspecified)	4	.	5	-2	34	1.1	-1	3	-6
COc1ccc(OCC(O)CON2C(=O)c3ccccc3C2=O)cc1 (stereo unspecified)	12	1.1	-1	-2	4	0.9	-10	-9	-17
CC(NC(=O)c1cccs1)C(c1cccs1)N1CCOCC1 (stereo unspecified)	2	1.1	-1	-6	2	.	-9	1	-21
c1ccc(Cn2cnc3ccccc32)cc1	1	1	3	-2	1	.	-5	0	13
O=C(Cc1cccs1)N1CCCC(c2nc3c(nnn3Cc3ccccc3Cl)c(=O)[nH]2)C1 (stereo unspecified)	3	1.1	-4	-8	5	1.6	-6	-5	18
O=[N+]([O-])c1ccc(N2N=C(c3ccco3)CC2c2ccccc2)cc1 (stereo unspecified)	0	.	-3	-6	76*[fluorescence artefact?]	0.9	-11	-5	-19
O=C(Nc1ccccc1Cl)c1cccc(NS(=O)(=O)c2ccccc2)c1	5	.	3	-7	5	1.4	-10	6	16
CCOC(=O)C1CCCN(Cc2c(F)cccc2Cl)C1 (stereo unspecified)	1	1.2	-2	-6	6	1	-13	-18	-21
CCOc1ccc2nc(N3CCCCCC3)sc2c1	0	1.2	-1	-2	12	1	-6	14	6
CC1(C)CC(C(CC(=O)O)c2ccccc2)CCO1 (stereo unspecified)	-8	1.1	-1	-8	8	1.1	-3	9	-22
CCc1ccc(OCCNC(=O)c2cc(SC)ccc2Cl)cc1	1	.	1	-7	13	0.9	-9	1	-7
CCC(=O)c1ccc(OCCn2cncn2)cc1	-1	1	-3	-1	4	1	-10	-37	2
CCOc1ccc(N/N=C(/C#N)C(N)=O)cc1	1	.	-11	-6	3	1	-18	6	16
COc1ccc(-c2cc(C(F)(F)F)n3nc(C(=O)Nc4cc(C)on4)cc3n2)cc1OC	-1	1.3	-6	-5	-4	1.5	-9	11	9
Cn1c(C(=O)NCc2cccnc2)cc2sccc21	18	1	-7	-6	6	1	-7	-6	7
COc1ccc2c(c1OC)C(=O)c1ccccc1C2=O	2	.	2	-5	-4	0.7	-11	-8	3
O=C(COc1cccc(NC(=O)c2cccc([N+](=O)[O-])c2)c1)c1ccc(F)cc1	3	.	1	-4	11	.	-11	15	-6
O=C(Cc1ccccc1)Nc1ccc(C(=O)O)cc1	0	1	-5	-3	5	.	-18	-12	-17
CCN(CC)S(=O)(=O)c1ccc(C(=O)NCCCN=C2NS(=O)(=O)c3ccccc32)cc1	-1	1	-2	0	2	.	-8	-22	25
O=c1[nH]c2cc3c(cc2cc1CN(Cc1cccs1)Cc1nnnn1Cc1ccco1)OCCO3	10	1	5	-5	17	1.4	-4	7	-5
CN(C)/C=C1\C(=O)N(c2ccc([N+](=O)[O-])cc2)N=C1c1ccccc1	6	.	14	-4	4	1	-1	16	5
CCCOC(=O)c1ccc(OC(=O)c2ccco2)cc1	0	1.3	-2	-3	4	0.8	-6	-7	8
Cc1nn(-c2ccccn2)c2nc(-c3cccs3)cc(C(=O)N3CCOCC3)c12	2	0.9	6	-3	9	1.6	-15	-4	7
COc1cccc(/C=N/NC(=O)c2ccccc2N(Cc2ccccc2)S(=O)(=O)c2ccccc2)c1OC	4	.	9	4	-1	1.3	-10	-13	-9
COC(=O)c1sc(NC(=O)Cc2cccs2)nc1C	1	1.3	-4	-6	-2	1.2	-6	-4	-22

Assay outcomes as filed in PubChem BioAssay.
